EWS-Fli block: EWS/Fli transcriptional activity inhibition; actives 0.67% (n = 350,000); A673 NR0B1-luciferase reporter, viability-normalised; inhibition, % at 12.6 µM; AID 651661;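 active = mean inhibition of at least 50% after viability correction, with every replicate also passing that limit; inconclusive = mean reaches 50% but only one of two replicates passes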;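 also: firefly luciferase signal divided by Alamar Blue viability fluorescence both relative to DMSO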
miR-122 sensor: miR-122 inhibition in Huh7 cells. Huh7 miR-122 Renilla luciferase sensor, 48 h; neutral wells = 0, positive control = 100. activation (reporter increase), % at 12.5 µM. actives 0.3% (n = 340,000). AID 602342;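 active = mean replicate activation score at least 90 and every replicate individually at or above 90; inconclusive = only one of the two criteria met; inactive = neither criterion met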;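 also: higher luciferase means less miR-122 activity so hits act as miR-122 inhibitors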
PAX8 inh HTS: PAX8 transcriptional activity inhibition | RMG-I TPO-luciferase reporter, SteadyGlo, 24 h | inhibition, % at 12.6 µM | actives 1.2% (n = 360,000);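 active = mean replicate inhibition at least 60% with every replicate also reaching 60%; inconclusive = only one of the two criteria is met; inactive = mean below 60% and not all replicates reaching 60%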;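 also: luciferase light reporting Pax8 driven TPO promoter activity; plate controls were median of neutral control wells for no effect and mitoxantrone controls for full effect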
DENV2 CPE: DENV2-induced cell death inhibition. DENV2-infected cells, cytopathic effect rescue, plate reader. CPE inhibition, % at 9.99 µM. actives 1.7% (n = 350,000). AID 651640; in the data active = CPE inhibition above about 20%, passing the limit was not always enough; inconclusive = no clear call, values can overlap the other calls; tested in BHK-21 cells;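 also: 0% = median of neutral control wells and 100% = median of positive control wells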
INS-1E GSIS act: primary screen for activators of insulin secretion dependent on glucose, INS-1E cells, GLuc reporter luminescence | actives 0.61% (n = 370,000) | INS-1E GLuc reporter insulin secretion, 2-3 h | AID 743287 | activation, % at 16.6 µM;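 active = lowest replicate activation of at least 40%, so every replicate reaches that level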;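 also: 0% = median of neutral control wells and 100% = median of IBMX positive control wells; some compounds called inactive have numbers as strong as hits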
FN deposition inh: fibronectin deposition inhibition; AH1F fibroblasts, Alexa488-fibronectin deposition fluorescence, overnight; inhibition, % at 12.6 µM; actives 0.086% (n = 350,000);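 active = mean inhibition across replicates of 30% or more, regardless of how many single replicates reach that level; inconclusive = mean under 30% yet at least half of replicates reach 30%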;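 also: positive control wells lacked labelled fibronectin entirely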
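Material: AH1F fibroblasts assembling fluorescent fibronectin matrix; amount: 10000 AH1F cells/well; medium: DMEM, 2% serum; reagent: Alexa488-fibronectin, 24 nM final in well; dosing: single compound dose, delivered by pin transfer; incubation: 1 h adhesion, overnight exposure; detection: fluorescence after three HBSS washes, excitation 485 nm, emission 525 nm; measure: fibronectin deposition inhibition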
CFTR F508del cor: CFTR F508del correction in bronchial cells; CFBE cells, YFP halide quenching; stimulated with forskolin plus potentiator P3; % fluorescence drop versus neutral controls; activity (quench increase), % at 7.58 µM; actives 0.36% (n = 350,000);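 active = mean added fluorescence quench of at least 8% versus neutral control, with both replicates also reaching 8%; inconclusive = only one of the mean or replicate conditions met; inactive = mean below 8% and not both replicates reaching 8%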;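 also: cells transiently co-express mutant CFTR-F508del with the halide-sensitive YFP; corrector assay measuring rescue of mutant channel to the surface after 24 h compound exposure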
The depositor's hits bear a star; ? = inconclusive; . = not tested or not shown; [ ] = another dose, or the depositor's remark.

The line under a structure holds: INS-1E GSIS act	EWS-Fli block	PAX8 inh HTS	miR-122 sensor	DENV2 CPE	CFTR F508del cor	FN deposition inh
CC(=O)N[C@@H](Cc1c[nH]c2ccccc12)C(=O)OCC(=O)Nc1cc(C)on1
    8.2	4.0	.	-6.4	-0.7	-2.5	2.4
COCc1cc(N2CCNC[C@H]2C)ccc1N1C[C@@H](C)O[C@@H](C)C1
    .	4.7	-2.2	.	1.4	-0.9	-2.5
CS(=O)(=O)c1ccc2nc(NC(=O)CCS(=O)(=O)c3ccccc3)sc2c1
    6.6	0.8	18.2	-2.2	-0.7	-0.6	-5.3
O=c1cc(CSc2nc(NCc3ccccc3)c3ccccc3n2)nc2ccc(Cl)cn12
    3.2	11.3	2.0	-5.4	-3.1	2.5	-0.3
C[C@H](CO)N1C[C@H](C)[C@H](CN(C)Cc2cccc(C(F)(F)F)c2)OCc2cn(nn2)CCCC1=O
    -5.5	-2.9	.	-2.1[16.7 µM]	-0.9	1.3	15.2
Cc1nnc2ccc(-c3ccc(NC(=O)c4cccnc4Cl)cc3)nn12
    -8.1	0.0	-1.3	10.3	11.8	-0.2	-8.1
COc1ccc(NC(=O)N(C)C[C@H]2Oc3ccc(NS(=O)(=O)c4ccc(C)cc4)cc3CC(=O)N([C@@H](C)CO)C[C@H]2C)cc1
    13.2	19.3	18.1	4.2[16.7 µM]	.	-2.2	.
C[C@@H]1CN([C@H](C)CO)C(=O)c2cc(-c3ccc(F)cc3)cnc2O[C@H]1CN(C)CC1CCCC1
    -7.5	10.5	.	10.0[16.7 µM]	14.7	-0.1	-10.9
O=C(C1CCCC1)N1[C@@H]2CNc3ccccc3[C@@H]2[C@@H]1CO
    .	6.2	-11.2	-20.0[16.7 µM]	.	-0.4	.
CCCCC[C@H]1CCCCC[C@H](O)C[C@H](O)[C@@H](O)/C=C/C(=O)O1
    -29.7	0.8	13.0	.	0.3	-6.0	-7.0
Cc1ccc(NC(=O)c2ccc(NCCCN3CCC(C)CC3)c([N+](=O)[O-])c2)cc1F
    4.8	21.6	20.8	.	.	-1.6	-2.5
CCc1cccc(CC)c1-n1c(SCC(=O)c2c(N)n(C)c(=O)n(C)c2=O)nnc1-c1cccnc1
    48.1	.	-14.0	0.2	.	.	-7.9
O=C1CCC(C(=O)N2CCCO2)CN1Cc1cccc(C(F)(F)F)c1 (stereo not drawn)
    -4.7	-58.1	-97.3	-4.8	9.3	-2.7	2.5
C[C@@H]1CN([C@H](C)CO)C(=O)c2cccc(NS(=O)(=O)c3ccc(Cl)cc3)c2O[C@H]1CN(C)C(=O)Nc1ccc(F)cc1
    -31.7	1.4	-4.6	-9.0[16.7 µM]	.	1.9	.
O=S(=O)(Nc1nc2ccccc2nc1N1CCN(c2ccccc2)CC1)c1ccc(F)cc1
    -8.0	5.1	35.3	.	10.1	-2.4	1.1
CCN(C(=O)COC(=O)CCc1ccccc1OC)c1c(N)n(Cc2ccccc2)c(=O)[nH]c1=O
    10.3	-8.5	-4.9	.	10.4	-1.3	-1.5
Cc1ccc([C@H]2C[C@H](n3cc(-c4ccc(F)cc4)nn3)[C@@H](O)CN2C(=O)C2CCCCC2)cc1
    -10.5	-6.0	-26.0	3.9	-2.4	-3.7	-0.6
O=C(C1=C[C@H](c2ccc(Br)cc2)C[C@H](OCCCCO)O1)N1CCN(Cc2ccc3c(c2)OCO3)CC1
    .	-3.6	10.4	-14.1	1.1	-2.1	.
CC1(c2ccc(OC(F)F)cc2)NC(=O)N(CC(=O)Nc2ccccc2)C1=O (stereo not drawn)
    -54.5	-34.4	-21.4	4.4	-3.6	0.1	-3.4
Cc1ccc(CNC(=O)CCSCc2ccc(C)cc2)cc1
    -6.4	3.8	5.8	.	15.2	-2.0	-5.9
O=C(N[C@H]1CC[C@H](CCn2cc(C3(O)CCCC3)nn2)O[C@H]1CO)C1CCCC1
    24.7	11.3	16.3	2.2[16.7 µM]	10.5	0.4	1.7
C[C@@H]1CN([C@@H](C)CO)C(=O)c2cccc(NC(=O)c3ccc(-c4nccs4)cc3)c2O[C@@H]1CN(C)S(=O)(=O)c1cn(C)cn1
    7.0	-8.0	.	-1.3[16.7 µM]	-9.5	-3.4	2.6
O=C(NCC(c1ccco1)N1CCN(c2ccccc2F)CC1)c1cccs1 (stereo not drawn)
    -49.3	3.9	.	10.5	1.9	-3.0	-4.2
O=[N+]([O-])c1ccc(CNc2ccc(F)cc2)s1
    5.4	26.8	16.5	-3.7	8.4	1.0	-0.9
CC[C@@H](C)[C@H](N)C(=O)NC[C@H]1O[C@@H](n2cnc3c(N)ncnc32)[C@H](O)[C@@H]1O
    11.4	1.3	2.8	1.3	19.4	-2.9	-2.3
CN1C(=O)c2cc(NC(=O)c3ccc(Cl)cc3)ccc2OC[C@@H]2O[C@H](CC(=O)NCc3cccc(F)c3)CC[C@H]21
    -15.2	-4.1	10.8	-20.0[16.7 µM]	-24.0	12.4*	5.8
COc1ccc(/C=N/Nc2cc(C)nc3ccccc23)cc1
    -15.6	9.8	0.8	.	-29.3	-1.2	8.8
COc1ccc2c3c([nH]c2c1)[C@@H](CO)N(C(=O)C1CCC1)CC31CN(C(=O)NC(C)C)C1
    -3.6	-7.9	-10.4	.	2.0	0.5	.
COCC(=O)N(C)C[C@H]1Oc2ncc(C#CCC3CCCC3)cc2C(=O)N([C@H](C)CO)C[C@H]1C
    7.3	10.8	.	1.8[16.7 µM]	-7.8	1.2	-2.0
CCC(=O)Nc1ccc2c(c1)C(=O)N(C)C[C@@H](OC)[C@@H](C)CN(Cc1ccncc1)[C@H](C)CO2
    12.7	-1.1	9.6	.	4.0	0.8	3.6
COc1cc(OC)cc(C(=O)N[C@H](C(=O)OCC(=O)Nc2ccc(OC)c(OC)c2)C(C)C)c1
    -0.5	1.2	11.7	.	2.2	0.6	.
C#CCNC(=O)C1=C[C@@H](c2cn(C(C)=O)c3ccccc23)[C@H](CCCO)[C@@H](OCC)O1
    .	2.9	.	.	6.5	-1.8	.
Cc1ccc(S(=O)(=O)Nc2ccc3c(c2)C(=O)N([C@H](C)CO)C[C@H](C)[C@@H](CN(C)Cc2ccccc2)OCCCC[C@@H](C)O3)cc1
    -5.6	-1.4	-15.8	-0.9[16.7 µM]	-4.6	1.0	-0.8
COc1ccc(NC(=O)N(C)C[C@@H]2OCCCC[C@@H](C)Oc3ccc(NC(=O)C4CCCCC4)cc3C(=O)N([C@@H](C)CO)C[C@H]2C)cc1
    -15.1	3.7	.	4.7[16.7 µM]	-7.2	1.1	.
O=C(COc1ccc2c(c1)CCC2)N1CCN(c2cccc(C(F)(F)F)c2)CC1
    1.0	2.2	2.4	.	2.2	0.9	3.4
Cc1ccc(Cn2nc3c(cc2=O)CCc2ccccc2-3)cc1
    -8.5	9.1	1.3	.	-3.5	4.0	-10.7
Cc1cc(C)c(C)c(S(=O)(=O)N2CCC(C(=O)NCC(c3ccccc3)N(C)C)CC2)c1C (stereo not drawn)
    -16.1	11.4	4.7	-15.3	-2.0	0.8	6.9
C/C(CC(=O)Nc1cccc2c1CCCC2)=N\NC(=O)c1ccccc1N
    -15.8	.	.	3.5	.	.	-1.4
Cc1cc(N/N=C/c2ccccc2F)c2ccccc2n1
    31.7	-4.8	7.3	-0.1	2.8	-1.4	6.0
CCCC#Cc1ccc2c(c1)O[C@@H](CN(C)C(=O)CC1CC1)[C@@H](C)CN([C@@H](C)CO)S2(=O)=O
    -16.3	1.8	.	14.9[16.7 µM]	-5.5	-6.1	.
CC(C)C(=O)NNc1ccccc1
    6.5	.	14.8	.	.	.	-1.5
CCC(=O)N1CCC2(CC1)CN(S(C)(=O)=O)[C@@H](CO)c1c2c2ccc(OC)cc2n1C
    25.0	-3.8	.	.	-5.0	0.8	.
COc1cccc(CN2CC(C(=O)N3CCN(C(C)C)CC3)CCC2=O)c1 (stereo not drawn)
    -13.3	-0.1	-5.5	-4.0	1.4	-2.1	-6.1
O=C(CN1CCN(CC(=O)Nc2ccccc2F)CC1)Nc1ccc2c(c1)OCCO2
    1.9	-2.7	10.0	.	1.0	-4.0	1.8
COc1ccc(N2C(=O)CC(N(CCc3ccccc3)C(=O)/C=C/C(=O)O)C2=O)cc1 (stereo not drawn)
    -3.6	1.7	11.6	.	-2.7	-1.8	-9.8
COc1ccc(NC(=O)N2CC(=O)N3[C@H](CO)[C@@H](c4ccc(Br)cc4)[C@H]3C2)cc1
    -12.5	10.4	.	.	-5.8	-1.0	0.5
COc1ccc(NC(=O)c2cc(-c3ccco3)nc3ccccc23)cc1S(=O)(=O)N1CCOCC1
    3.1	0.2	16.8	-1.8	-1.2	-0.8	1.1
O=C(Cn1nnc(-c2ccccc2-n2cnnn2)n1)c1ccccc1
    -12.9	.	.	-8.6	.	.	13.6
O=C(O)c1cc(-c2ccc(Cl)c(Cl)c2)n(-c2ccccc2)n1
    7.9	0.9	-4.3	.	7.5	-1.7	2.6
Nc1cccc(C#Cc2ccc3c(c2)C(=O)/C(=C/c2ccsc2)O3)c1
    .	31.2	-45.1	.	-8.4	-0.6	-3.9
CCC(C)(C)n1nnnc1C(c1ccccc1OC)N1CCN(C(=O)c2ccco2)CC1 (stereo not drawn)
    25.9	6.7	7.5	5.1	7.3	1.8	-2.2
CCCN(CC(=O)Nc1ccccc1C)C(=O)c1ccc(-c2ccccc2)cc1
    -55.5	-7.0	0.4	20.4	-4.8	2.2	-1.2
NS(=O)(=O)c1ccc(CCNC(=O)CSc2nc3ccccc3c(=O)n2CCN2CCOCC2)cc1
    18.1	-5.4	3.0	-7.0	4.9	1.1	-2.2
O=C(CCc1ccccc1)Nc1nc2c(F)cc(F)cc2s1
    -2.9	-67.6	-83.2	3.4	1.9	3.1	-4.3
CN(C)c1ccc(-c2ccc3c(=O)c4ccccc4n(C)c3c2)cn1
    9.6	-26.1	-72.0	2.2	12.8	1.2	-9.1
COc1ccc(F)cc1CSc1nnnn1-c1ccc(O)cc1
    -9.6	8.4	25.5	-5.6	3.0	-0.3	-0.1
COc1ccc(CCNC(=O)Nc2ccc3c(c2)c(=O)n(C)n3CC=C(C)C)cc1OC
    -1.2	-7.5	-6.4	0.0	2.0	-2.7	0.5
O=S(=O)(c1ccc(F)cc1)N1CCN=C1SCc1cccc(F)c1
    -17.0	-3.4	3.1	.	-5.5	4.5	-10.1
COc1ccc(CC(=O)OC(C)C(=O)Nc2ccc(S(N)(=O)=O)cc2)cc1 (stereo not drawn)
    -4.4	2.1	-9.8	-2.9	-5.8	-1.6	-4.5
CCCc1cn(CC[C@H]2CC[C@@H](NC(=O)C3CCC3)[C@@H](CO)O2)nn1
    8.3	5.5	-7.6	.	3.9	2.2	.
C[C@]12CC[C@@H]3c4ccc(O)cc4CC[C@H]3[C@@H]1CC[C@@H]2OC(=O)CCC(=O)O
    .	-1.2	0.5	0.5	?	1.3	-0.7
C[C@@H]1CN([C@H](C)CO)S(=O)(=O)c2ccc(C#CC3CC3)cc2O[C@H]1CN(C)C(=O)CC1CC1
    -3.1	-5.6	.	1.4[16.7 µM]	-6.8	-0.5	-3.0

Assay outcomes deposited in PubChem by Broad Institute.

This is a random part of the collection. About 3.9% of those tested had a hit in this group.
